Screens (PubChem)
MCL1-BIM inh: inhibitors of MCL1 binding to BIM-BH3, primary screen, biochemical, fluorescence polarization. Induced myeloid leukemia cell differentiation protein Mcl-1 (Homo sapiens), Q07820. GST-MCL1 / FITC-Bim-BH3 fluorescence polarization. inhibition, % at 10.9 µM. 320,000 compounds, 0.68% hits. AID 2057, 2009;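 active = inhibition above the mean inhibition of all tested compounds plus 3 SD, set per campaign, cut at about 40% in these data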;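 also: 0% = DMSO wells and 100% = unlabeled Bim-BH3 peptide control; higher means more loss of mP so more displacement of Bim peptide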
VLA-4 inh: inhibition in human VLA-4 binding assay, primary screen, VLA-4 allosteric modulator project, MLPCN library, flow cytometry, VLA-4 expressing cells. ligand binding flow cytometry. inhibition, % (about 7 µM as worked out from the volumes in the protocol). 330,000 compounds, 0.2% hits; in the data active = inhibition above about 50%
Target sequence (P13612 whole entry, looked up): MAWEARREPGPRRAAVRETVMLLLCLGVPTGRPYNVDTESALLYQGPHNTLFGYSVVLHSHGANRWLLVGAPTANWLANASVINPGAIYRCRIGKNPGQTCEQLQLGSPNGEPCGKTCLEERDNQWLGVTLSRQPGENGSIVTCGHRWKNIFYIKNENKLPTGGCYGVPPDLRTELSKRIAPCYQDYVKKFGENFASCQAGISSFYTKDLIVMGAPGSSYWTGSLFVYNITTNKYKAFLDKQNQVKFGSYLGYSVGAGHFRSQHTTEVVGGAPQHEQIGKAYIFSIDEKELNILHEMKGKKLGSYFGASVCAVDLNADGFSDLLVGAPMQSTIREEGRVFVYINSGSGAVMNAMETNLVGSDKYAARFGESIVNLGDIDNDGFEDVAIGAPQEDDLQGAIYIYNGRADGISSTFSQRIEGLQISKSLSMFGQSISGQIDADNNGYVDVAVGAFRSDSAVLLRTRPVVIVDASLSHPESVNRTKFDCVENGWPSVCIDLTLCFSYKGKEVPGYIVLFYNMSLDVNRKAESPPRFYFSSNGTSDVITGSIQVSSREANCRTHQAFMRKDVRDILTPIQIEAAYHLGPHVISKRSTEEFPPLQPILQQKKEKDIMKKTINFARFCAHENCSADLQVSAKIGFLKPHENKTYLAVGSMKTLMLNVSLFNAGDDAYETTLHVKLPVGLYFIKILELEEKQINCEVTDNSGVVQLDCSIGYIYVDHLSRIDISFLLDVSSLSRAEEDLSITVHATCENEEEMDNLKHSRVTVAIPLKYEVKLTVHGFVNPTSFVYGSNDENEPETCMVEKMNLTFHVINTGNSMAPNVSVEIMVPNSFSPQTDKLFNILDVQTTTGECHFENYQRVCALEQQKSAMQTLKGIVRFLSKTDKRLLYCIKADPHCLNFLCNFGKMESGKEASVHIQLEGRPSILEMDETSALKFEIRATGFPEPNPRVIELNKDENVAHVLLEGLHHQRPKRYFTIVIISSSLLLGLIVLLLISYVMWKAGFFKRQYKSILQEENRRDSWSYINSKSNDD
GLD-1 TGE inh: GLD-1/TGE RNA complex disruptors, primary screen, biochemical, fluorescence polarization; Female germline-specific tumor suppressor gld-1 (Caenorhabditis elegans), Q17339; purified GLD-1 + fluorescein TGE RNA; inhibition, % at 5.96 µM; 320,000 compounds, 0.44% hits; AID 2280, 2010;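 active = percent inhibition above a per-plate cutoff, the plate mean of test compounds plus 3 SD, cut at about 30% in these data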;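 also: 0% = DMSO wells with GLD-1 and probe and 100% = wells lacking GLD-1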
AGP1 TOR yeast: modulators of AGP1-GFP expression in yeast TOR pathway, primary screen, cell-based, multiplex flow cytometry, S. cerevisiae, MLPCN library; 3 h; GFP as percent of DMSO wells; GFP response vs DMSO, % at 10 µM; 320,000 compounds, 0.02% hits; AID 2066, 2009;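 active = GFP response relative to DMSO above a set limit, near screen average plus 3 SD, cut at about 150% in these data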;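 also: median GFP channel fluorescence of the gated AGP1 strain per well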
Fam108B inh: mouse Fam108B serine hydrolase inhibitors, primary screen, counter-screen for RBBP9 inhibitor project, biochemical, fluorescence polarization | recombinant Fam108B, FP-Rh probe fluorescence polarization | inhibition, % at 9.51 µM | AID 1947, 2009 | 300,000 compounds, 0.33% hits;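 active = inhibition above the screen mean inhibition plus 3 SD, computed separately per campaign, cut at about 18% in these data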;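 also: inhibitors lower polarization as less probe binds the enzyme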
CIT2 TOR yeast: modulators of CIT2-GFP expression in yeast, primary screen, S. cerevisiae, GFP fusion, multiplex flow cytometry, MLPCN library; GFP response vs DMSO, % at 10 µM; S. cerevisiae CIT2-GFP strain, 3 h; 100 means same as DMSO wells; 320,000 compounds, 0.065% hits;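 active = GFP response relative to DMSO above a set limit, near the screen mean plus 3 SD, cut at about 150% in these data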;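 also: ratio of well median GFP fluorescence to mean of DMSO wells on the plate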
Bcl-xL primary: inhibitors of human Bcl-xL, primary screen, biochemical, fluorescence polarization, HTS; inhibition, % at 10.9 µM; 320,000 compounds, 0.7% hits; Bcl-2-like protein 1 (Homo sapiens), Q07817; GST-Bcl-xL / FITC-Bim BH3 peptide fluorescence polarization;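 active = inhibition above the mean of all tested compounds plus 3 SD, cutoff set per campaign, cut at about 30% in these data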;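 also: 0% = DMSO wells and 100% = unlabeled Bim-BH3 peptide competitor; inhibitors lower millipolarization by displacing the labeled peptide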
GRK2 inh: compounds blocking aptamer binding on GRK2 – biochemical, human GRK2, bead flow cytometry, HTS, primary screen | FAM-aptamer displacement from GRK2 | 330,000 compounds, 0.59% hits | inhibition of aptamer binding, % at 10 µM | Beta-adrenergic receptor kinase 1 (Homo sapiens), P25098;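 active = inhibition of aptamer binding above 40%, roughly 3 SD of noise, on plates passing a quality check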;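 also: median bead fluorescence of bound FAM aptamer so fluorescent compounds give negative values; no value below 0 was filed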
MEX-5 binding: MEX-5 zinc finger RNA-binding disruptors – biochemical, C. elegans, fluorescence polarization, MLPCN library, primary screen | Zinc finger protein mex-5 (Caenorhabditis elegans), Q9XUB2 | MEX-5/FITC-TCR2 RNA binding; hits give low values | activity score (negative = inhibition of binding), % at 10 µM | 300,000 compounds, 0.38% hits | AID 1832, 2009;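 active = inhibition past about -25% in most replicates, and total fluorescence under double the plate's negative control median, limit read from the data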;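 also: 0% = DMSO and -100% = 5 µM competing unlabeled TCR2 RNA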
* marks the source's active call; other numbers are inactive results; x = no result given; [ ] = remark or other dose.

SMILES	MCL1-BIM inh	VLA-4 inh	GLD-1 TGE inh	AGP1 TOR yeast	Fam108B inh	CIT2 TOR yeast	Bcl-xL primary	GRK2 inh	MEX-5 binding
Cc1cc(OC(C)C(=O)NCCN2CCOCC2)c2c(C)cc(=O)oc2c1 (centres undefined)	5	-3	3	98	-1	105	7	1	-2.0
COc1cccc(CN2C(=O)CN(C3CCCCC3)C(=O)C2c2ccc(F)cc2)c1 (centres undefined)	-1	-12	0	88	4	102	0	0	-1.3
Nc1ccnc(Oc2ccc(F)cc2)c1	3	-1	7	96	3	102	7	1	-0.4
N#Cc1ccccc1NC1=CC(=O)CCC1	2	9	5	106	-6	103	3	3	1.1
COc1ccc(-n2nc(C(=O)NCC(=O)NCc3ccccc3OC)c3ccccc3c2=O)cc1	5	-4	-6	94	-4	96	6	0	1.3
CCOC(=O)CSc1nc2c([nH]c3ccccc32)c(=O)n1C	4	10	6	100	-4	95	4	1	-7.2
COc1ccc(N2C(=O)C3C4C=CC(c5ccccc5)(C3C2=O)C2C(=O)N(c3ccc(OC)cc3)C(=O)C42)cc1 (centres undefined)	-1	-3	1	100	4	103	3	0	1.7
O=C1NN(c2ccccc2)C(=O)/C1=C/c1ccc(-c2ccc(C(=O)O)cc2)o1	29	-1	-5	102	10	96	13	8	-18
Cn1c(Sc2ccc(C(F)(F)F)cc2[N+](=O)[O-])nnc1-c1ccccc1	-4	15	-10	102	-3	97	3	0	-0.3
COc1ccc(CN(C)C(=O)c2ccccc2Sc2ccccc2C#N)c(OC)c1	9	10	2	103[may fluoresce red]	2	94[may fluoresce red]	3	0	2.1
CCC(=O)Nc1nc2ccc(S(C)(=O)=O)cc2s1	6	-4	0	109	0	107	3	0	-1.7
O=C(Nc1ccc(Nc2ccccc2)cc1)C(Cl)Cl	13	12	7	87	4	74	5	0	x
CCC(C)Sc1cccc(-c2nc3ccc(C)cn3c2NCc2ccccc2)c1 (centres undefined)	7	37	7	92	10	78	-3	0	-1.4
COc1ccc(C(=O)c2ccc(OC)cc2O)c(O)c1	3	3	-3	95	-3	83	7	0	-4.9
O=c1c2c(n3cnnc3n1-c1ccccc1)-c1ccccc1CC21CCCC1	2	3	2	89	4	93	0	1	1.6
CN(C)c1ccc(C2C3C(=O)N(c4ccc(C(=O)O)cc4)C(=O)C3ON2c2ccccc2)cc1 (centres undefined)	18	4	-1	94	-3	97	13	0	-1.6
c1ccc(NCn2cncn2)nc1	9	7	7	108	4	111	7	1	-2.6
COc1ccc(-c2ccc([C@H]3[C@H]4C=CC[C@@H](C)[C@@H]4C(=O)N3Cc3ccccc3)c(F)c2)cc1C	4	28	0	103	1	101	3	1	-0.1
CCOc1ccc2nc(SCC(=O)NC3CCS(=O)(=O)C3)[nH]c2c1 (centres undefined)	-6	1	6	93	1	95	-7	0	-0.6
CCc1cc(=O)oc2cc(C)c(CN3CCCCC3)c(O)c12	38	5	2	103	1	107	22	2	-1.6
COc1ccc(OCCOC(=O)c2cc(S(=O)(=O)N3CCOCC3)c(Cl)cc2Cl)cc1	-8	9	8	101	-3	96	-8	0	-1.9
CC1=NN(C(=O)Cc2ccc(C)cc2)C(O)(c2cccnc2)C1 (centres undefined)	9	-8	0	103	-6	101	-2	1	-1.5
CCCCC(=O)NS(=O)(=O)c1ccc(N=NN(CC)CC)cc1	7	3	-2	103	0	91	4	3	-0.7
CC(C)OC(=O)C1C(=O)CC(C)(O)C(C(=O)OC(C)C)C1c1ccccc1 (centres undefined)	2	11	-15	101	3	92	3	0	-2.4

13 successive compounds from above, for reference:
SMILES	MCL1-BIM inh	VLA-4 inh	GLD-1 TGE inh	AGP1 TOR yeast	Fam108B inh	CIT2 TOR yeast	Bcl-xL primary	GRK2 inh	MEX-5 binding
O=C(Nc1ccc(Nc2ccccc2)cc1)C(Cl)Cl	13	12	7	87	4	74	5	0	x
CCC(C)Sc1cccc(-c2nc3ccc(C)cn3c2NCc2ccccc2)c1 (centres undefined)	7	37	7	92	10	78	-3	0	-1.4
COc1ccc(C(=O)c2ccc(OC)cc2O)c(O)c1	3	3	-3	95	-3	83	7	0	-4.9
O=c1c2c(n3cnnc3n1-c1ccccc1)-c1ccccc1CC21CCCC1	2	3	2	89	4	93	0	1	1.6
CN(C)c1ccc(C2C3C(=O)N(c4ccc(C(=O)O)cc4)C(=O)C3ON2c2ccccc2)cc1 (centres undefined)	18	4	-1	94	-3	97	13	0	-1.6
c1ccc(NCn2cncn2)nc1	9	7	7	108	4	111	7	1	-2.6
COc1ccc(-c2ccc([C@H]3[C@H]4C=CC[C@@H](C)[C@@H]4C(=O)N3Cc3ccccc3)c(F)c2)cc1C	4	28	0	103	1	101	3	1	-0.1
CCOc1ccc2nc(SCC(=O)NC3CCS(=O)(=O)C3)[nH]c2c1 (centres undefined)	-6	1	6	93	1	95	-7	0	-0.6
CCc1cc(=O)oc2cc(C)c(CN3CCCCC3)c(O)c12	38	5	2	103	1	107	22	2	-1.6
COc1ccc(OCCOC(=O)c2cc(S(=O)(=O)N3CCOCC3)c(Cl)cc2Cl)cc1	-8	9	8	101	-3	96	-8	0	-1.9
CC1=NN(C(=O)Cc2ccc(C)cc2)C(O)(c2cccnc2)C1 (centres undefined)	9	-8	0	103	-6	101	-2	1	-1.5
CCCCC(=O)NS(=O)(=O)c1ccc(N=NN(CC)CC)cc1	7	3	-2	103	0	91	4	3	-0.7
CC(C)OC(=O)C1C(=O)CC(C)(O)C(C(=O)OC(C)C)C1c1ccccc1 (centres undefined)	2	11	-15	101	3	92	3	0	-2.4

(further entries)
SMILES	MCL1-BIM inh	VLA-4 inh	GLD-1 TGE inh	AGP1 TOR yeast	Fam108B inh	CIT2 TOR yeast	Bcl-xL primary	GRK2 inh	MEX-5 binding
CCC(=O)Nc1ccc2c(c1)C(=O)N(C1CCCCC1)C2=O	0	15	0	94	-5	95	-2	2	-0.4
CC1(c2cc([N+](=O)[O-])cc([N+](=O)[O-])c2)CC(C)(C)N(C(=O)c2ccccc2)c2ccccc21 (centres undefined)	-2	28	3	113	4	110	6	0	1.1
CC(=O)c1nn(-c2cccc(Br)c2)cc1C(=O)c1ccc(C)cc1	11	18	2	96	-1	98	3	0	-0.5
CCOc1ccc(C(C(=O)Nc2ccc(F)cc2)N(C(=O)Cn2nnc3ccccc32)C2CC2)cc1 (centres undefined)	2	-1	5	102	2	x	5	0	3.0
O=[n+]1cc(-c2cccc3ccccc23)n([O-])c2c1CCC2	1	-5	3	107	2	108	4	0	5.3
O=C(CN1C(=O)NC2(CCOc3ccccc32)C1=O)c1cccs1 (centres undefined)	x	1	-4	101	x	95	x	0	x
NNC(=O)c1sccc1OCc1cccc(C(F)(F)F)c1	7	4	2	108	-3	108	-6	0	-3.5
CNC(=O)c1cc(NC(=O)CCn2nc(-c3ccccc3)c3ccccc3c2=O)ccc1OC	0	4	5	102	4	99	2	0	-1.2
Cn1nc(C(=O)NC2CCCc3ccccc32)ccc1=O (centres undefined)	-5	-9	-14	94	5	98	3	3	0.5
Cn1nnnc1SCC(=O)N1CCOCC1	9	5	4	95	-3	x	7	0	1.5
CCOc1cc(/C=C\[N+](=O)[O-])ccc1OCC(=O)Nc1ccccc1C	8	-1	-2	x	1	68	6	2	3.9
CCOC(=O)c1ccc(NC(=O)CNC(=O)c2ccco2)cc1	1	16	1	94	-3	95	5	3	-1.3
O=C(CN1CC(c2ccccc2)CC1=O)OCc1cccc(Br)c1 (centres undefined)	6	38	2	105	0	98	7	0	-1.2
O=C(C1CCCCC1)N1CCC(O)(c2ccc(Cl)cc2)CC1	-2	5	3	93	-1	93	3	3	1.3
CN(/N=C/C=C/c1ccccc1)C1=NS(=O)(=O)c2ccccc21	4	-1	6	107	-4	106	12	1	3.0
COc1ccc(CCNC(=O)COc2ccc(-c3ccccc3)cc2)cc1OC	7	32	4	96	7	95	-1	3	x
N/C(=N\OC(=O)Cc1ccc([N+](=O)[O-])cc1)c1ccc([N+](=O)[O-])cc1	-1	1	0	107	-1	102	-2	0	-1.5
CCC(CC)c1nn2c(N)c(/C=C3\C=Nc4ccccc43)c(=O)nc2s1	-18	12	-11	98	10	104	-7	0	0.5
O=C(CN1CCN(c2ccccc2F)CC1)c1ccc(O)c(O)c1	x	22	x	99	x	97	x	0	-2.4
O=C(c1ccco1)N(Cc1cccc(Br)c1)C1CCS(=O)(=O)C1 (centres undefined)	1	13	-5	101	2	98	1	1	0.3
COc1ccc(C(=O)N2CCCC(O)C2)cc1OC1CCN(C(C)C)CC1 (centres undefined)	x	-2	x	90	x	106	x	3	-1.0
CN(C)c1ccc(C(=O)OCC(=O)Nc2ccc(N3CCOCC3)cc2)cc1	0	9	10	98	8	100	-1	1	-3.9
COCCn1c(N)c(C(=O)NS(=O)(=O)c2ccc(C)cc2)c(=O)[nH]c1=O	3	-2	6	90	3	104	5	4	-1.6
COc1ccc(S(=O)(=O)N(CC(=O)NC2CC3CCC2C3)c2ccccc2OC)cc1 (centres undefined)	4	7	6	96	5	99	6	0	1.7
CC1CCN(c2oc(-c3ccccc3Cl)nc2C#N)CC1	-3	6	-3	101	-12	89	0	0	-0.3
COc1ccc(N=N/C(=C\O)C(=O)c2ccco2)cc1	3	9	6	95	2	92	6	2	-0.2
Cc1cc(C(F)(F)F)c2c(C)nn(-c3ccccc3)c2n1	0	10	3	109	1	106	7	0	-6.0
CCCN(C(=O)c1nc2nc(C)cc(C)n2n1)c1c(N)n(Cc2ccccc2)c(=O)[nH]c1=O	-5	-5	-3	91	x	91	-5	2	x
C=CCNC(=O)CN(c1ccc(OC)cc1OC)S(C)(=O)=O	6	8	1	114	-4	107	-4	2	0.5
NNC(=O)COc1ccc(-c2nccc(-c3ccc(F)cc3)n2)cc1	-4	3	-9	88	-8	101	-3	4	4.6
CC(C)NC(=O)CSc1nc2ccccc2n1CC(=O)N1CCc2ccccc21	8	14	4	101	2	100	4	1	-1.6
COc1cc2cc(C(=O)N3CCN(Cc4ccc5c(c4)OCO5)CC3)c(=O)oc2cc1OC	1	7	-4	95	-1	95	3	1	1.8
CCCS(=O)(=O)NCCc1cc2cc(C)c(C)cc2[nH]c1=O	2	4	-4	102	2	110	-2	0	3.1
O=C(Nc1ccnn1C1CCN(Cc2cc3ccccc3[nH]2)CC1)C1CCOC1 (centres undefined)	0	3	1	96	-3	97	1	0	-0.2
CCOC(=O)N1CCN(C(=O)c2ccc3[nH]c(C)c(C)c3c2)CC1	x	-1	10	97	x	92	x	0	x
